Screening results from PubChem BioAssay.
HCV inh – HCV inhibition; Huh7.5.1 HCVcc-Cre infection, luciferase reporter, 44 h; Potency, µM (series often up to 41.8 µM), for inactives: top-dose activity change, negative = inhibition, most hits filed as inhibitors; actives 3.4% (n = 340,000); AID 651820; also: potency is read from the fitted curve at half-maximal effect
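Infectious HCV cell culture screen: compound-treated cells (1,000/well, pre-plated 4 h) are infected with HCVcc-Cre at roughly 0.5 moi and grown 44 h. Infection is quantified by luciferase signal after 15 min substrate incubation at room temperature.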
HCMV antiviral – blocks human cytomegalovirus replication; HFF cells, HCMV-luciferase reporter, 72 h; active compounds read low; activity change, negative = inhibition, % at 57.5 µM; actives 4.5% (n = 410,000); AID 1259415; in the data active = activity change below about -60%; inconclusive = no clear call, values can overlap the other calls; inactive = above about -39%
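Cell-based, HFFs, 1000 cells/well, 16 h 37C; cpds in DMSO + HCMV-luc, MOI 1 PFU/cell; 72 h 37C; OneGlo luminescence after 5 min RT; norm. to buffer vs Salinomycin 10uM.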
AmpC detergent – inhibitors of E. coli AmpC beta-lactamase with detergent. AID 485294. AmpC hydrolysis of nitrocefin, absorbance 480 nm, 0.01% Triton. Potency, µM (series often up to 114 µM), for the others: top-dose activity change, negative = inhibition, most hits filed as inhibitors. actives 0.041% (n = 370,000);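 also: potency is read from the fitted curve at half-maximal effect; 0% = no-compound wells and -100% = no-enzyme wells; nearly all actives have a fitted effect of over 25% in size; some results filed as inactive show a strong effect at the top dose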
Target sequence (P00811 whole entry, looked up): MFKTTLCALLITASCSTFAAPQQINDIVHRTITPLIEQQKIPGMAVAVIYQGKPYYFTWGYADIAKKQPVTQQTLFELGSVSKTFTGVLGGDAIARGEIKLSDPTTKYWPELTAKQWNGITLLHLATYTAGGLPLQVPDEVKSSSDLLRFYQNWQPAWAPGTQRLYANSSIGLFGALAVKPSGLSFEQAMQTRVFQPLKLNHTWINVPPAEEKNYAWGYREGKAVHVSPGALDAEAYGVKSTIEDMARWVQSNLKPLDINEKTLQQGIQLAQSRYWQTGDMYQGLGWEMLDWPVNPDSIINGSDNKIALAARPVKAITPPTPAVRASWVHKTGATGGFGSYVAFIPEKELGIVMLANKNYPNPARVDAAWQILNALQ
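AmpC (5.3 nM in the dispensed reagent) in 20 mM phosphate pH 7.0 with 0.01% (detergent screen) or 0.0001% Triton X-100 was preincubated with compounds for 15 min at room temperature. Nitrocefin was then added from an 800 uM solution, and hydrolysis was followed at 480 nm.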
AmpC inh no detg – inhibitors of E. coli AmpC beta-lactamase without detergent | P00811 | AmpC nitrocefin hydrolysis, absorbance 480 nm, 0.0001% Triton | Potency, µM (series often up to 57.1 µM), for inactives: at the top dose activity change, negative = inhibition, hits mostly inhibitors | actives 0.52% (n = 330,000) | AID 485341;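 also: potency is read from the fitted curve at half-maximal effect; plate controls were no compound for no effect and no enzyme for full effect; nearly all actives have a fitted effect of over 20% in size; some results filed as inactive show a strong effect at the top dose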
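AmpC (5.3 nM in the dispensed reagent) in 20 mM phosphate pH 7.0 with 0.01% (detergent screen) or 0.0001% Triton X-100 was preincubated with compounds for 15 min at room temperature. Nitrocefin was then added from an 800 uM solution, and hydrolysis was followed at 480 nm.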
Sm TGR block – blocks Schistosoma mansoni thioredoxin glutathione reductase; Potency, µM (top dose mostly 114 µM), without a hit: at the highest dose activity change, negative = inhibition, most hits filed as inhibitors; AID 485364; Q962Y6; purified TGR, DTNB reduction, TNB absorbance 405 nm; actives 3% (n = 360,000); also: potency is read from the fitted curve at half-maximal effect; nearly all actives have a fitted effect of over 60% in size
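First, TGR (20 nM dispensed) and NADPH were mixed with compound. Second, a 15 min room-temperature incubation followed. Third, further NADPH and then DTNB were added to start the reaction. Finally, TNB absorbance was monitored kinetically.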
Giardia FBPA inh – inhibitors of Giardia lamblia fructose-1,6-bisphosphate aldolase; A8B2U2; purified Giardia FBPA; Potency, µM (doses to about 59.6 µM), inactives show at the top dose activity, negative = inhibition, actives largely listed as inhibitors; actives 0.71% (n = 290,000); AID 2451; also: potency is read from the fitted curve at half-maximal effect; nearly all actives have a fitted effect of over 55% in size
Target sequence (A8B2U2 whole entry, looked up): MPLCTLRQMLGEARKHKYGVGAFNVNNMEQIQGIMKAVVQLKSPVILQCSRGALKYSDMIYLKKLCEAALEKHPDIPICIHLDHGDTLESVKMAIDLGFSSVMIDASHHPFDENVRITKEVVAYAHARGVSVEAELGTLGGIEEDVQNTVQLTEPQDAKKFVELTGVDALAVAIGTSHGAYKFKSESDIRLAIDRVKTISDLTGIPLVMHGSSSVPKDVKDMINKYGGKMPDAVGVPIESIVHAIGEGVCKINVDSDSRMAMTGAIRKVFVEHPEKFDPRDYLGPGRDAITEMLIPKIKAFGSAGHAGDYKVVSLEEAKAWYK
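40 nM FBPA preincubated 10 min at RT with compound (up to 57.5 uM final), then substrate plus GAPDH/TPI/NAD/arsenate coupling and diaphorase/resazurin added. Fluorescence read after 20 min at RT, 525/598 nm.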
Numbers without * were called inactive; & = joins results of further samples; [ ] = another dose, or the depositor's remark. Unless noted, calls follow the shape of the dose curve; as a rule, active = well fitted curve in the direction sought with a large enough effect; inconclusive = small, poorly fitted or top-dose-only effect, or another doubt; inactive = no such curve, though single readings can be large; an effect the other way counts as inactive or inconclusive. Unless noted, % is scaled to controls: 0 for no effect and ±100 for the full control effect. No enrichment for hits; any-hit rate near 9.9%.

Results for CCC(=NC1CCN(Cc2ccccc2)CC1)c1c(O)[nH]c(=O)[nH]c1=O ?
HCV inh: 8%; HCMV antiviral: -2; AmpC detergent: inconclusive; AmpC inh no detg: 4%; Sm TGR block: inconclusive; Giardia FBPA inh: 1%

What do the screens show for `COc1cccc(/C=C/C(=C2/C(=O)N(c3ccccc3)N=C2C)c2ccccc2)c1OC`?
HCV inh: 5%; HCMV antiviral: -32; AmpC detergent: inconclusive; AmpC inh no detg: -27%; Sm TGR block: -6%; Giardia FBPA inh: 1%

Results for O=C(CSc1ncnc2scc(-c3ccccc3)c12)NCc1ccc2c(c1)OCO2 ?
HCV inh: inconclusive; HCMV antiviral: -74*; AmpC detergent: -1%; AmpC inh no detg: inconclusive; Sm TGR block: -3%; Giardia FBPA inh: 4%

Results for O=C(COC(=O)[C@@H]1CC(O)CN1S(=O)(=O)c1ccc2c(c1)OCCO2)NCc1ccc(F)cc1 (stereo partly specified) ?
HCV inh: 10%; HCMV antiviral: 53; AmpC detergent: -10%; AmpC inh no detg: 99%[activator]; Sm TGR block: 13%; Giardia FBPA inh: 0%

Results for CN1CCCN(C(=O)CNC(=O)c2ccc(Cl)cc2Cl)CC1 ?
HCV inh: 27%; HCMV antiviral: -20; AmpC inh no detg: -9%

What do the screens show for `O=C(/C=C/c1ccco1)Nc1cccnc1`?
HCV inh: -5%; HCMV antiviral: 7; AmpC detergent: 1%; AmpC inh no detg: 11%; Giardia FBPA inh: -18%

How did COCCNC(=O)C(c1ccncc1)N(C(=O)Cn1nnc2ccccc21)c1ccc(OC)cc1 (stereo unspecified) do in these assays?
HCV inh: 8%&-17%; HCMV antiviral: -19; AmpC detergent: 1%; AmpC inh no detg: -2%; Sm TGR block: -13%; Giardia FBPA inh: -16%

What do the screens show for `COC(=O)c1cccc(NC(=O)CN2CCOCC2)c1`?
HCV inh: 18%; HCMV antiviral: 23; AmpC detergent: -17%; AmpC inh no detg: -2%; Sm TGR block: -29%; Giardia FBPA inh: -1%

What do the screens show for `CNc1cc(N2CCNCC2)ccc1[N+](=O)[O-]`?
HCV inh: -9%; HCMV antiviral: 14; AmpC detergent: -4%; AmpC inh no detg: -12%; Sm TGR block: 0%; Giardia FBPA inh: 4%

What do the screens show for `O=C(CCC(=O)N(CC(=O)NC1CCCCC1)Cc1ccccc1)Nc1nccs1`?
HCV inh: 3%; HCMV antiviral: -37; AmpC detergent: -4%; AmpC inh no detg: -5%; Sm TGR block: 0%

Results for COc1ccc(-n2ccnc2SCC(=O)Nc2ccc(OC)cc2OC)cc1 ?
HCV inh: -17%; HCMV antiviral: -28; AmpC detergent: -12%; AmpC inh no detg: -1%; Sm TGR block: 6%; Giardia FBPA inh: -1%

What do the screens show for `Cc1ccc(S(=O)(=O)N2CCCCC2)cc1NC(=O)Cn1cc(C(F)(F)F)ccc1=O`?
HCV inh: inconclusive; HCMV antiviral: 8; AmpC detergent: -13%; AmpC inh no detg: -21%; Sm TGR block: 5%

Results for CCN(CC(=O)Nc1ccc(OC)cc1)C(=O)CCc1nc2ccccc2c(=O)[nH]1 ?
HCV inh: -4%; HCMV antiviral: -3; AmpC detergent: -12%; AmpC inh no detg: -23%; Sm TGR block: -4%

Results for COc1cccc(C(=O)N2C[C@H]3C[C@@H](C2)c2cccc(=O)n2C3)c1 ?
HCV inh: 3%; HCMV antiviral: inconclusive; AmpC detergent: inconclusive; AmpC inh no detg: -20%; Sm TGR block: 7%; Giardia FBPA inh: 3%

What do the screens show for `Cc1onc(-c2ccccc2)c1C(=O)Nc1c(C)n(C)n(-c2ccccc2)c1=O`?
HCV inh: 12%; HCMV antiviral: 18; AmpC detergent: -4%; AmpC inh no detg: -20%; Sm TGR block: 1%; Giardia FBPA inh: 10%

Results for CCn1nnc(-c2ccccc2NC(=O)c2ccc(-n3cnnn3)cc2)n1 ?
HCV inh: -29%; HCMV antiviral: -11; AmpC detergent: -3%; AmpC inh no detg: -23%; Sm TGR block: 4%; Giardia FBPA inh: 6%

What do the screens show for `S=C(Nc1ccc(Cl)c(Cl)c1)NN1CCOCC1`?
HCV inh: 14%; HCMV antiviral: 9; AmpC detergent: -2%; AmpC inh no detg: -22%; Sm TGR block: inconclusive; Giardia FBPA inh: -3%

How did COc1ccc(-n2ccnc2CN2CCN(C3CCCC3)C(CCO)C2)cc1 (stereo unspecified) do in these assays?
HCV inh: 14%; HCMV antiviral: -22; AmpC detergent: 5%; AmpC inh no detg: 3%; Sm TGR block: 25µM*; Giardia FBPA inh: 1%

Results for Cc1c(Cl)cccc1Nc1nc(N)nc(CN2CCCCCC2)n1 ?
HCV inh: -12%; HCMV antiviral: 6; AmpC detergent: -11%; AmpC inh no detg: -3%; Sm TGR block: 3%; Giardia FBPA inh: -14%

Results for CC1CCCC(NC(=O)CSc2nnc(-c3cccnc3)n2N)C1C (stereo unspecified) ?
HCV inh: 10%; HCMV antiviral: 24; AmpC inh no detg: -17%

How did NC(=O)c1nc(-c2ccco2)nc2c1[nH]c(=O)n2-c1ccc(Cl)c(Cl)c1 do in these assays?
HCV inh: -3%; HCMV antiviral: -10; AmpC detergent: 4%; AmpC inh no detg: -18%; Sm TGR block: -47%; Giardia FBPA inh: 0%

What do the screens show for `COc1ccc2[nH]cc(CCNC(=O)Cc3ccc(Br)cc3)c2c1`?
HCV inh: inconclusive; HCMV antiviral: 3; AmpC detergent: 1%; AmpC inh no detg: -29%; Sm TGR block: -6%; Giardia FBPA inh: 3%

Results for CN(C)S(=O)(=O)c1cc(NC(=O)CN2CCN(c3ccc(O)cc3)CC2)ccc1Cl ?
HCV inh: 1%; HCMV antiviral: 6; AmpC detergent: -15%; AmpC inh no detg: 1%; Sm TGR block: 79µM*; Giardia FBPA inh: inconclusive

What do the screens show for `CC(=O)c1cccc(CN2CCN(CCc3ccccc3)C(CCO)C2)c1` (stereo unspecified)?
HCV inh: 4%; HCMV antiviral: 36; AmpC detergent: 0%; AmpC inh no detg: -4%; Sm TGR block: 22%; Giardia FBPA inh: 3%

Results for Cc1cc(C)c(C#N)c(N2CCN(c3ccccc3F)CC2)n1 ?
HCV inh: -5%; HCMV antiviral: -2; AmpC detergent: 1%; AmpC inh no detg: 11%; Sm TGR block: 71%[activator]; Giardia FBPA inh: 1%

Results for Cc1cc(C)c(S(=O)(=O)c2cccc(C(F)(F)F)c2)c(=O)[nH]1 ?
HCV inh: 23%; HCMV antiviral: -12; AmpC detergent: -2%; AmpC inh no detg: -13%; Sm TGR block: 3%; Giardia FBPA inh: 7%

What do the screens show for `C/C(=N\Nc1nc(C)cc(-c2ccccc2)n1)c1ccc(C)o1`?
HCV inh: inconclusive; HCMV antiviral: -63*; AmpC detergent: 1%; AmpC inh no detg: -2%; Sm TGR block: -1%

Results for C#CCOCCOCCOCCNc1nc(N2CCN(C(=O)Cn3cc(CCCN=C(N)N)nn3)CC2)nc(N2CCN(C(=O)[C@H]([C@@H](C)CC)n3cc(CCCN=C(N)N)nn3)CC2)n1 ?
HCV inh: -6%[8.37 µM]; AmpC detergent: -9%; AmpC inh no detg: 89%[activator]; Sm TGR block: inconclusive; Giardia FBPA inh: 26%

What do the screens show for `COc1ccc(NC(=O)c2ccc(NS(=O)(=O)c3c(C)noc3C)cc2)cc1OC`?
HCV inh: -13%; HCMV antiviral: 37; AmpC detergent: -5%; AmpC inh no detg: -23%; Sm TGR block: 9%; Giardia FBPA inh: 4%

What do the screens show for `CN1C(=O)COc2c(C(=O)NC3CN4CCC3CC4)cc(Cl)cc21` (stereo unspecified)?
AmpC detergent: 2%; AmpC inh no detg: -23%; Sm TGR block: 12%; Giardia FBPA inh: -1%

Gathered by group, the entries above containing an NH in an aromatic ring
Results for CCC(=NC1CCN(Cc2ccccc2)CC1)c1c(O)[nH]c(=O)[nH]c1=O ?
HCV inh: 8%; HCMV antiviral: -2; AmpC detergent: inconclusive; AmpC inh no detg: 4%; Sm TGR block: inconclusive; Giardia FBPA inh: 1%

Results for CCN(CC(=O)Nc1ccc(OC)cc1)C(=O)CCc1nc2ccccc2c(=O)[nH]1 ?
HCV inh: -4%; HCMV antiviral: -3; AmpC detergent: -12%; AmpC inh no detg: -23%; Sm TGR block: -4%

How did NC(=O)c1nc(-c2ccco2)nc2c1[nH]c(=O)n2-c1ccc(Cl)c(Cl)c1 do in these assays?
HCV inh: -3%; HCMV antiviral: -10; AmpC detergent: 4%; AmpC inh no detg: -18%; Sm TGR block: -47%; Giardia FBPA inh: 0%

What do the screens show for `COc1ccc2[nH]cc(CCNC(=O)Cc3ccc(Br)cc3)c2c1`?
HCV inh: inconclusive; HCMV antiviral: 3; AmpC detergent: 1%; AmpC inh no detg: -29%; Sm TGR block: -6%; Giardia FBPA inh: 3%

Results for Cc1cc(C)c(S(=O)(=O)c2cccc(C(F)(F)F)c2)c(=O)[nH]1 ?
HCV inh: 23%; HCMV antiviral: -12; AmpC detergent: -2%; AmpC inh no detg: -13%; Sm TGR block: 3%; Giardia FBPA inh: 7%

Other entries.
What do the screens show for `CCC(C)N(C(=O)CSc1nnc(COc2ccccc2F)n1N)C1CCS(=O)(=O)C1` (stereo unspecified)?
HCV inh: 10%; HCMV antiviral: -23; AmpC detergent: -20%; AmpC inh no detg: -10%; Sm TGR block: -14%

Results for COc1ccc(CNCCSc2nnnn2-c2ccccc2)c(OC)c1 ?
HCMV antiviral: -5; AmpC detergent: 1%; Sm TGR block: -4%

Results for Cc1ccc(-n2ncc3c(N4CCC(C(N)=O)CC4)ncnc32)cc1 ?
HCMV antiviral: 81; AmpC detergent: 7%; Sm TGR block: -1%

How did O=C(CSCc1ccccc1F)NCc1ccc(F)cc1 do in these assays?
HCV inh: 5%; HCMV antiviral: inconclusive; AmpC detergent: 0%; AmpC inh no detg: -23%; Sm TGR block: 10%; Giardia FBPA inh: 3%

How did CC(=O)NC(CC(=O)NC1CCCCCC1)c1ccccc1 (stereo unspecified) do in these assays?
HCV inh: 19%; HCMV antiviral: 36; AmpC detergent: -15%; AmpC inh no detg: -13%; Sm TGR block: 0%; Giardia FBPA inh: 3%

What do the screens show for `CC1CCCC(C)N1NC(=O)Cc1ccccc1` (stereo unspecified)?
HCV inh: 10%; HCMV antiviral: 33; AmpC detergent: -10%; AmpC inh no detg: -6%; Sm TGR block: -4%; Giardia FBPA inh: 10%

Results for C=CCOc1ccccc1CNc1cccc(F)c1 ?
HCV inh: -8%; HCMV antiviral: -14; AmpC detergent: -3%; AmpC inh no detg: -29%; Sm TGR block: -13%; Giardia FBPA inh: -11%

How did CCOC(=O)/C(C#N)=C\C1=C(N2CCOCC2)CC(C)(C)OC1 do in these assays?
HCV inh: 20%; HCMV antiviral: -21; AmpC detergent: -2%; AmpC inh no detg: -1%; Sm TGR block: 32µM*; Giardia FBPA inh: -2%

What do the screens show for `Nc1ccc(CCS(N)(=O)=O)cc1`?
HCV inh: 4%; HCMV antiviral: -25; AmpC detergent: -8%; AmpC inh no detg: -24%; Sm TGR block: inconclusive; Giardia FBPA inh: 0%
